Source: PubChem
ADAM10 inh: inhibits human ADAM10 | AID 720582 | actives 0.62% (n = 370,000) | O14672 | inhibition, % at 7 µM | recombinant ADAM10, EDANS/DABCYL FRET peptide cleavage, 3 h;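 active = inhibition above a per-campaign cutoff equal to the mean of compounds falling between control-based bounds plus 3 SD, cut at about 20% in these data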;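 note: 0% = DMSO wells while the 100% control is not disclosed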
Target sequence (O14672 214-748 limits assumed): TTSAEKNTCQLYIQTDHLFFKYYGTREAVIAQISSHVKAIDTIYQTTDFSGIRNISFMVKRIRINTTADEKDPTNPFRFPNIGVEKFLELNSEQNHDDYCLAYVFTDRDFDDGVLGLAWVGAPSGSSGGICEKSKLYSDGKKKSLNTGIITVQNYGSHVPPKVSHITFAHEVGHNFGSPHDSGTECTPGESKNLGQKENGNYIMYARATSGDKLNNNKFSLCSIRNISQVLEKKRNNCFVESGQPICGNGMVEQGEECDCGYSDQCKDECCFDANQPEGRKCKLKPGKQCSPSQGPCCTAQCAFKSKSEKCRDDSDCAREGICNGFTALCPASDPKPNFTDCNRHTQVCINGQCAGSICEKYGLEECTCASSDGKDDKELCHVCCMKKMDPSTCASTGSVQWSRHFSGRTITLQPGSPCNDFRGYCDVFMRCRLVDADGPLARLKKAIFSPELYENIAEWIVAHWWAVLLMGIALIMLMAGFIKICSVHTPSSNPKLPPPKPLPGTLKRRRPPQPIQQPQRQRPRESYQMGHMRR
hgDAF12 agonist: agonists of H. glycines DAF-12 nuclear receptor. HEK293 GAL4-hgDAF12 UAS-luciferase reporter, agonist luminescence; normalized to butyrate control. activation, % at 6.8 µM. actives 1.8% (n = 370,000);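 active = activation above a cutoff set at the mean of all screened compounds plus 3 SD, cut at about 10% in these data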;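 note: 0% = DMSO wells and 100% = sodium butyrate wells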
DAX1 inh-1: inhibitors of DAX1 repression of SF-1 activated StAR promoter; inhibition, % at 6.8 µM; actives 1.1% (n = 370,000); HEK293T StAR-luciferase reporter, SF-1/DAX-1 repression relief; AID 652010;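 active = inhibition above the mean over all tested compounds plus 3 SD, cut at about 3.6% in these data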;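 note: 0% = DAX-1 cells with DMSO and 100% = cells lacking DAX-1 with DMSO; higher inhibition means more luminescence from relief of DAX-1 repression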
ADAM17 inh: ADAM17 inhibition, QFRET primary screen; recombinant ADAM17, EDANS/DABCYL FRET peptide cleavage; inhibition, % at 6.95 µM; actives 0.83% (n = 370,000); P78536;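 active = inhibition above the mean of compounds lying between control limits plus 3 SD, set per campaign, cut at about 8.5% in these data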;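 note: 0% = DMSO-only wells as the low control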
NPR1 activator: GC-A (human) enzyme activation; HEK293 GC-A cells, cGMP TR-FRET, EC30 ANP; 0% at EC30 ANP, 100% saturating ANP; AID 1671463; activation, % at 10 µM; actives 0.14% (n = 370,000); P16066; in the data active = activation above about 40%
ssDAF-12 act: S. stercoralis DAF-12 activation, primary screen | AID 652126 | activation, % at 6.8 µM | actives 1% (n = 370,000) | HEK293 ssDAF-12/GRIP1 lit1-tk-luc reporter, luminescence; % of 3 µM dafachronic acid response;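 active = activation above the mean over all tested compounds plus 3 SD, cut at about 0.9% in these data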;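 note: 0% = DMSO-only wells and 100% = 3 µM delta7-dafachronic acid wells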
SMARCA2 act: activators of SMARCA2 function | MG213 cells, MMTV-luciferase reporter, dexamethasone, overnight | activation, % at 9.1 µM | actives 1% (n = 370,000) | AID 652017; in the data active = activation above about 7.8%;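 note: 0% = vehicle wells and 100% = reference activator wells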
PG9 binder: small molecules binding HIV-1 gp120 antibody PG9 | actives 0.43% (n = 360,000) | inhibition, % at 6.7 µM | TR-FRET gp120-PG9 antibody binding; in the data active = inhibition above about 8.5%
hcDAF12 agonist: activates DAF-12 receptor from parasite H. contortus. HEK293 hcDAF-12 lit1-tk-luc reporter, luminescence; 0% DMSO, 100% Δ7-dafachronic acid. activation, % at 6.8 µM. actives 1.4% (n = 370,000);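 active = activation above the mean of all tested compounds plus 3 SD, cut at about 5.5% in these data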;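 note: 100% = response to 3 µM Δ7-dafachronic acid high control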
DAX1 inh-2: inhibitors of human orphan nuclear receptor DAX1 (NR0B1); P51843; HEK293 Gal4-DAX1 luciferase reporter, luminescence; inhibition, % at 6.75 µM; actives 0.99% (n = 340,000); AID 504766;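 active = inhibition above the mean over all tested compounds plus 3 SD, cut at about 4.2% in these data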;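 note: 0% = DAX1-transfected cells with DMSO and 100% = empty-vector control cells with DMSO; inhibition shows as a rise in luminescence from relieved DAX1 repression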
Target sequence (P51843 207-470 limits assumed): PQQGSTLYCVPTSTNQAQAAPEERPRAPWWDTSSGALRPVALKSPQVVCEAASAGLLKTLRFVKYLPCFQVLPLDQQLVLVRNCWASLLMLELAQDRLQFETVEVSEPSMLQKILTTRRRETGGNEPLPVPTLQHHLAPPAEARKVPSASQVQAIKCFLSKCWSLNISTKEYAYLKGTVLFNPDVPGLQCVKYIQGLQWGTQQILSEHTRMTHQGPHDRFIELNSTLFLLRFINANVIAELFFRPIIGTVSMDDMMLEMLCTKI
FXN GAA850 act: increases GAA850 frataxin promoter reporter activity. actives 0.56% (n = 360,000). activation, % at 6 µM. HEK293 lucGAA850 FXN promoter luciferase reporter, 24 h; percent of 10 µM SAHA response. AID 540364;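 active = activation above the average of all compounds screened plus 3 SD, cutoff fixed separately per campaign, cut at about 7.5% in these data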;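 note: 0% = DMSO wells and 100% = 10 µM SAHA wells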
* = called active by the depositor; i = inactive; x = no result given.

SMILES | ADAM10 inh | hgDAF12 agonist | DAX1 inh-1 | ADAM17 inh | NPR1 activator | ssDAF-12 act | SMARCA2 act | PG9 binder | hcDAF12 agonist | DAX1 inh-2 | FXN GAA850 act
CC(=O)N(NC(=O)c1ccc(C)cc1)C1CC(=O)N(c2ccccc2Cl)C1=O (configuration not stated) | 4.6 | -2.4 | -0.7 | 2.8 | 0.6 | -1.6 | -2.1 | 1.1 | 8.6* | 0.3 | 3.1
CCOC(=O)N1CCN(C(=O)CN(c2ccc(OCC)cc2)S(C)(=O)=O)CC1 | -4.4 | 1.8 | 0.3 | -0.7 | 3.7 | -1.9 | 5.0 | -0.4 | -0.7 | 2.4 | -2.6
Cc1ccc(NC(=O)Nc2ccc([N+](=O)[O-])cc2)nc1 | -4.9 | 2.5 | -0.1 | -3.3 | -0.3 | -1.0 | -3.0 | 0.0 | -1.0 | 0.1 | 4.2
CC(=O)Nc1ccc(NC(=O)C2CCCN2C(=O)Nc2ccc(F)cc2)cc1 (configuration not stated) | -0.3 | 2.4 | 0.3 | -0.5 | 0.9 | -0.8 | -0.9 | 0.1 | 0.5 | -0.7 | 0.0
On1nnc2ccccc21 | -8.3 | -0.3 | -0.4 | -1.9 | 0.3 | 0.1 | -4.0 | 1.1 | 0.3 | -0.8 | 2.6
CC1Cc2ccccc2N1C(=O)CSc1nnc(N)s1 (configuration not stated) | 0.7 | -1.9 | -1.8 | 3.6 | -0.1 | -1.1 | -1.9 | 0.4 | -1.1 | -0.5 | 1.3
CCOC(=O)C1CCCN(C(=O)CN2C(=O)c3ccccc3S2(=O)=O)C1 (configuration not stated) | -6.8 | 0.5 | 1.0 | -5.6 | -1.0 | -1.2 | 0.5 | -0.7 | -0.1 | 1.4 | 0.1
O=C(COc1ccccc1Cl)Nc1ccc(Cl)cn1 | 4.8 | 15.2* | 2.6 | 1.9 | 1.1 | 1.4* | 4.4 | -0.8 | 9.0* | 1.6 | 3.7
COc1ccc(NC(=O)n2ncc3cc(Cl)ccc32)cc1OC | 7.2 | 4.2 | 0.4 | 1.4 | -3.9 | -1.0 | 5.8 | 0.4 | 2.6 | 2.0 | 1.9
O=C(NC1CCCCC1)C1CCN(C(=O)c2ccc(-c3ccccc3)cc2)CC1 | 8.2 | 0.9 | -0.1 | -0.2 | 0.6 | -1.7 | -4.3 | 1.7 | -2.5 | -0.9 | -0.3
COc1ccc(CNS(=O)(=O)NCc2ccc(C)cc2)cc1OC | 5.7 | -0.8 | -1.0 | 1.7 | 5.9 | -0.9 | -1.5 | -1.1 | -2.1 | -1.6 | -0.7
Cc1ccccc1NC(=O)c1ccc(CN2CCc3ccccc3C2)cc1 | 2.6 | -1.9 | -0.7 | -1.2 | 0.6 | -1.4 | -2.2 | 1.4 | -1.1 | -2.0 | -3.8
Cc1cc(OCCCCNC(C)C)cc(C(C)C)c1 | -10.5 | 5.1 | 1.0 | -5.6 | -1.5 | -1.2 | -3.7 | 0.1 | -0.4 | -0.5 | 0.9
CC(=O)NC(c1ccc2ccccc2c1)c1ccc2cccnc2c1O (configuration not stated) | 9.1 | -10.0 | -1.1 | 4.4 | -2.6 | -1.2 | -2.5 | -2.2 | -3.0 | -4.4 | -10.1
COC(=O)/C(C#N)=C\c1c(OC)[nH]c2ccccc12 | 9.5 | -2.1 | -0.4 | 3.7 | -1.2 | -1.4 | -1.2 | -4.9 | 0.2 | -0.8 | -0.8
O=C(NCc1ccncc1)C(=O)NCc1ccncc1 | 6.5 | 3.7 | 2.2 | 1.9 | -0.9 | -1.6 | -2.2 | 1.7 | 0.3 | -0.2 | 2.5
CCOc1ccc(S(=O)(=O)NCCC(=O)NCC(c2ccco2)N2CCCCC2)cc1 (configuration not stated) | -1.9 | -0.4 | 1.2 | -1.3 | 1.9 | -0.8 | -1.2 | 0.5 | -0.5 | 0.2 | 2.0
COc1ccccc1NC(=O)CN(c1ccccc1)S(=O)(=O)c1ccccc1 | 18.4 | -0.1 | -0.1 | 1.1 | -5.9 | -1.6 | -1.5 | -0.2 | -0.2 | 0.1 | 0.5
Cc1ccc(S(=O)(=O)N(C)C)cc1NC(=O)C(C)OC(=O)c1cc[n+]([O-])cc1 (configuration not stated) | -17.4 | 1.3 | 1.7 | 2.9 | 2.3 | -1.1 | -4.2 | 1.5 | -0.1 | -0.1 | 2.3
Fc1ccc(-c2cnc[nH]2)cc1 | 7.2 | 2.3 | 0.8 | -1.3 | 1.9 | -0.5 | 5.8 | -2.6 | 0.2 | 1.3 | 4.5
COc1ccc(CC(=O)N2CCC(C)(C(=O)NS(=O)(=O)C3CC3)C2)cc1OC (configuration not stated) | -4.0 | 0.0 | 0.0 | -2.5 | 2.3 | -0.1 | -1.4 | -1.5 | 2.8 | x | 1.1
COc1ccc(CCNc2c([N+](=O)[O-])c(=O)oc3ccccc23)cc1OC | -3.3 | -2.8 | 0.1 | -0.9 | 3.5 | -1.9 | -2.7 | 1.2 | -1.0 | 0.6 | 1.2
CC1(NC(=S)Nc2ccc(NC(=S)NC3(C)CCS(=O)(=O)C3)cc2)CCS(=O)(=O)C1 (configuration not stated) | -7.1 | 0.3 | -0.1 | -2.0 | 3.8 | -0.6 | -1.1 | -3.6 | 1.2 | x | 0.0
Cc1cc(C(=O)CSc2n[nH]c(N)n2)c(C)n1-c1cccc(F)c1 | -2.0 | 1.8 | 0.5 | -1.0 | -5.3 | -0.2 | 0.1 | -0.6 | 0.9 | 0.1 | 2.1
COc1ccc(-c2ncccc2O)cc1 | -234.4 | 3.9 | 0.0 | -95.5 | 6.0 | -0.1 | 1.2 | -0.7 | -0.9 | 0.8 | 0.9
Cc1cc(OCC(=O)N2CCC(C(=O)O)CC2)c2c(C)cc(=O)oc2c1 | i | -1.7 | 0.1 | -182.7 | 3.1 | -1.5 | 0.6 | 0.0 | 0.5 | 0.4 | 0.9
Cc1cc(C)nc(/N=C2\NC(=O)CC(C(=O)O)N2c2ccc(Cl)cc2)n1 (configuration not stated) | -18.3 | 0.9 | 1.1 | -1.5 | 4.5 | -1.2 | -1.6 | -0.6 | 0.0 | 0.8 | -1.3
O=c1cc(O)nc(SCc2ccccc2)n1-c1ccc(Cl)cc1 | 3.0 | 0.4 | 0.6 | 3.1 | -3.6 | -0.9 | 5.4 | -0.5 | -1.0 | -0.4 | -0.1
CC(C)c1cccc(-c2csc(C(O)c3ccccc3)n2)c1 (configuration not stated) | 12.0 | 5.7 | 0.1 | 6.1 | -0.3 | -1.4 | 2.4 | -0.5 | 1.0 | x | -2.2
CC(C(=O)Nc1ccc(O)c(C(=O)O)c1)N1C(=O)/C(=C/c2cccs2)SC1=S (configuration not stated) | 5.8 | -0.5 | 0.2 | 0.9 | 4.0 | -1.0 | 1.1 | -2.2 | -1.0 | -0.1 | -1.2
COc1cccc(NC(=O)c2cc3ccccc3o/c2=N\O)c1 | 2.1 | 12.3* | 1.8 | -0.1 | 10.8 | 1.1* | 0.5 | -2.7 | 7.5* | -3.5 | 1.7
O=C(Nc1ccc(Cl)c(S(=O)(=O)N2CCOCC2)c1)c1cccs1 | 12.1 | -2.4 | -2.7 | 2.5 | -2.7 | -1.6 | -4.3 | 1.2 | -2.0 | -1.0 | -1.4
N=C1c2ccccc2CN1NC(=O)COc1ccc(Cl)cc1 | -0.9 | 2.3 | 0.0 | 0.5 | 1.6 | -1.3 | 0.0 | 0.1 | -0.1 | 0.9 | 2.6
CC(C)[C@H]1C(=O)Nc2ccccc2N1C(=O)N[C@@H](Cc1ccccc1)C(=O)N[C@@H](C(=O)O)c1ccccc1 | -23.6 | -0.2 | 0.1 | -0.8 | -0.5 | -1.1 | 0.9 | 1.0 | -2.4 | 2.6 | 2.0
O=C(c1cccc(-n2cccc2)c1)N1CCN(S(=O)(=O)c2ccccc2)CC1 | -5.1 | -0.6 | 0.4 | 0.4 | -20.4 | -1.1 | -0.2 | 1.4 | -1.2 | -1.3 | 2.3
CC(C)N(C)CCOC(=O)C1COc2ccccc2O1 (configuration not stated) | 10.6 | 0.1 | 0.6 | 0.1 | -4.9 | -1.0 | -5.5 | 0.5 | -0.1 | 2.3 | 4.2
CCCCS(=O)(=O)N1CCCc2nc(CC)c(CC)cc21 | -9.4 | -0.9 | -1.4 | -6.1 | -0.1 | -0.7 | 0.3 | 1.1 | -1.9 | x | x
CC(O)(CS(=O)(=O)Cc1ccccc1)c1ccccc1 (configuration not stated) | -7.0 | 0.6 | 0.2 | -1.2 | 4.6 | -1.4 | 0.6 | -1.2 | -0.5 | -1.2 | 0.3
O=C(Cn1c(NCCO)nc2ccccc21)NCC(F)(F)F | 0.8 | -2.0 | -0.2 | -9.1 | -1.2 | -1.4 | -1.3 | 0.5 | -0.9 | 0.4 | 3.0
CCCCNC(=O)C(c1ccc(OCC(=O)OC)c(C(=O)OC)c1)N(CCOC)C(=O)CCCCCN1C(=O)NC(c2ccc(-c3ccccc3)cc2)C(C(=O)OCc2ccccc2)=C1C (configuration not stated) | 10.6 | -0.3 | -0.2 | 3.7 | 3.3 | -1.1 | 0.9 | 0.7 | -1.6 | x | x
CC(NO)/C(=N\O)c1cccs1 (configuration not stated) | -8.0 | 1.9 | 0.4 | -2.8 | 0.7 | -1.8 | -2.1 | -1.1 | -1.1 | 3.1 | 0.9
O=C(Cc1cnn(-c2ccccc2)c1)c1ccc(O)c(O)c1O | 7.3 | 3.0 | 1.1 | 6.1 | 11.4 | -0.7 | -3.2 | -0.7 | 3.9 | 1.1 | 1.4
COC(=O)/C=c1/sc2n(c1=O)CCN=2 | -9.6 | 0.1 | 0.0 | -6.3 | 5.9 | -1.0 | -2.4 | 0.2 | 1.3 | 2.4 | -0.6
O=C(O)c1cc(C(=O)O)cc(N2C(=O)CSC2=S)c1 | -33.9 | -1.3 | 0.0 | -12.2 | 3.1 | -0.8 | -2.2 | -0.7 | 0.2 | 0.8 | 0.3
C[C@H](CO)N1C[C@H](C)[C@H](CN(C)C(=O)Nc2ccc(-c3cccs3)cc2)OCc2cnnn2CCCC1=O | -15.5 | 0.5 | -0.2 | -8.8 | 7.2 | -1.6 | -0.4 | 0.0 | -2.2 | 0.3 | 2.1
COc1ccc(C2Nc3ccccc3C(=O)N2c2ccc(C)cc2)cc1COc1ccccn1 (configuration not stated) | -329.2 | 7.5 | 3.6* | -97.9 | -3.9 | 0.5 | 13.8* | -1.1 | 6.9* | -1.1 | 2.1
CCOc1ccc(-n2c(SCC(=O)Nc3cccc4ccccc34)nnc2-c2cccs2)cc1 | 3.7 | 2.3 | -2.9 | 5.1 | 0.8 | -1.1 | -5.5 | x | -0.3 | x | x
O=C(CN1C(=O)NC2(CCCC2)C1=O)OCCOc1cccc(Cl)c1 | 2.5 | -2.2 | -0.3 | -0.9 | 0.1 | -0.8 | -1.7 | -0.1 | -1.1 | 1.2 | 2.7
CC1=C(C(=O)Nc2ccccc2C(=O)N2CCC(C)CC2)SCCO1 | -1.9 | 1.3 | -1.3 | 2.9 | 1.6 | -0.8 | -1.1 | -2.0 | -1.3 | 0.7 | -2.8
